# From PubChem
# ALOX15B inhib – qHTS Assay for Inhibitors of 15-hLO-2 (15-human lipoxygenase 2). Potency, µM (series often up to 57.1 µM), without a hit: top-dose activity change, negative = inhibition, actives largely listed as inhibitors. purified 15hLO-2, xylenol orange hydroperoxide absorbance. 110,000 compounds, 0.56% hits. Polyunsaturated fatty acid lipoxygenase ALOX15B (Homo sapiens), O15296. AID 881, 2007; further: potency means the concentration at half of the fitted maximal effect; nearly all actives have a fitted effect of over 60% in size; many of its hits are not listed in these tables
#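 Purified human 15hLO-2 (50 nM) preincubated 15 min with compound, then 45 uM arachidonic acid for 90 min at RT in 25 mM Hepes pH 7.5, 0.01% Triton X-100. Hydroperoxide detected by Fe-xylenol orange; 573/405 nm absorbance ratio.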
# PNC assembly inh – High Content Assay for Compounds that inhibit the Assembly of the Perinucleolar Compartment | PC3M PTB-GFP, PNC prevalence imaging, 16 h; active compounds read low | activity change (PNC), negative = inhibition, % at 10 µM | 140,000 compounds, 3.1% hits;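 active means readout at or below -70, meaning at least 70% loss of cells showing the perinucleolar compartment, a nuclear body marking cancer cells; inconclusive means readout between -30 and a set limit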;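 further: plate controls were DMSO wells for no effect and camptothecin positive control wells for full effect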
#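 PC3M cells stably expressing PTB-GFP, 750–1000 cells/well, treated 16 h at 37 °C with compound (23 nl of library stock), in duplicate. After paraformaldehyde fixation and Hoechst stain, imaged at 20x; PNC prevalence scored by image analysis.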
# ALOX12 inhib – qHTS Assay for Inhibitors of 12-hLO (12-human lipoxygenase) | AID 1452, 2008 | Potency, µM (highest dose often 57.1 µM), inactives show at the highest dose activity change, negative = inhibition, hits mostly inhibitors | purified 12-hLO, xylenol orange hydroperoxide absorbance | Polyunsaturated fatty acid lipoxygenase ALOX12 (Homo sapiens), P18054 | 150,000 compounds, 0.12% hits; further: potency means the concentration at half of the fitted maximal effect; nearly all actives have a fitted effect of over 55% in size; many of its hits are not listed in these tables
# Target sequence (P18054 whole entry, looked up): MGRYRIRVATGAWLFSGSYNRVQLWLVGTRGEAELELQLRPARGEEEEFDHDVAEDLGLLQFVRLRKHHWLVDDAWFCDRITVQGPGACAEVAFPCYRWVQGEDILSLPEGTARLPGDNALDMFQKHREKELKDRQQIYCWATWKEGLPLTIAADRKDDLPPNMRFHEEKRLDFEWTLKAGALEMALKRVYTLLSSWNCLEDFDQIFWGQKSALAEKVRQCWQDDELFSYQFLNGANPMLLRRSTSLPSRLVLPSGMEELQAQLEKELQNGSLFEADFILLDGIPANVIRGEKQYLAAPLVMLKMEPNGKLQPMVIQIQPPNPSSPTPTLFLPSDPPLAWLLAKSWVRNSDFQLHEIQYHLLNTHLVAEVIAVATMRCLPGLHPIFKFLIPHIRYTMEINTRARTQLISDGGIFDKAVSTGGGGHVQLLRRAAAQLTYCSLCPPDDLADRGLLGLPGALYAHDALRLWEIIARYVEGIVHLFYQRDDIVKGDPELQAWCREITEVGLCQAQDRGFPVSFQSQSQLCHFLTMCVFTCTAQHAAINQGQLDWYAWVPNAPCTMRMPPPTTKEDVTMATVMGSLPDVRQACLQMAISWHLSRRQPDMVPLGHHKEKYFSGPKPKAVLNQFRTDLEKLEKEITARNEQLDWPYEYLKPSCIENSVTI
#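 Purified human 12hLO (150 nM final) was preincubated with compounds for 15 min at room temperature in 25 mM Hepes pH 7.0, 0.01% Triton X-100, then reacted with 40 uM arachidonic acid for 30 min. Hydroperoxide was detected with ferrous iron/xylenol orange.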
# IMPase inh – qHTS Assay for Identifying the Cell-Membrane Permeable IMPase Inhibitors; Inositol monophosphatase 1 (Rattus norvegicus), P97697; CHO-M1 cells, IP1 accumulation, HTRF TR-FRET ratio; inhibition (IP1 accumulation), % at 46.1 µM; 120,000 tested, under 10 active; active means well fitted curve in the direction sought with a large enough effect in the signal ratio, not every such curve was filed as active; inconclusive means small, poorly fitted or top-dose-only effect, or a change in a side signal; inactive means no such curve, though single readings can be large or run the other way; the % refers to the signal ratio;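 further: cells stimulated with carbachol in lithium chloride buffer; plate controls were DMSO basal wells for no effect and reference inhibitor wells for full effect; higher means more IMPase inhibition seen as more IP1 and lower FRET ratio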
# Target sequence (P97697 whole entry, looked up): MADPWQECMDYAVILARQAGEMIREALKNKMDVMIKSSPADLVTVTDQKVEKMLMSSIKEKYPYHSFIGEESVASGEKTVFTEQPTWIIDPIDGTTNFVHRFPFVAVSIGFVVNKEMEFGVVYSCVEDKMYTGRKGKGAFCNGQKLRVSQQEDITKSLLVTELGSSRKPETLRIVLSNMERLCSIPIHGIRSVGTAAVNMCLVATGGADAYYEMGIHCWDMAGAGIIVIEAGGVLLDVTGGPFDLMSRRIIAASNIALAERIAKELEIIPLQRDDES
#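 Carbachol-driven Gq signalling in CHO-M1 cells (2000/well) generates IP1. Compounds that block IMPase raise IP1 and so reduce the FRET signal from Eu-anti-IP1 and d2-IP1 after a 10 min room-temperature lysis.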
# Numbers without * were called inactive; ? = inconclusive; . = no result given; & = joins results of further samples; [ ] = dose if it differs, or a comment. Unless noted, the call rests on the fitted dose curve; in most records, active means well fitted curve in the direction sought with a large enough effect; inconclusive means small, poorly fitted or top-dose-only effect, or another doubt; inactive means no such curve, though single readings can be large; an effect the other way counts as inactive or inconclusive. Unless noted, on the % scale 0 is the no-effect control and ±100 the full control effect. A portion of the library, so the mix of outcomes need not match the whole.
ALOX15B inhib	Compound	PNC assembly inh	ALOX12 inhib	IMPase inh
?	O=c1c2c(-c3ccco3)csc2nc(SCc2cn3cccnc3n2)n1-c1ccccc1	-4	?	7
.	CSCCC(NC(=O)C1CCC(C)CC1)C(=O)OCC(=O)c1ccc(Cl)cc1 (stereo not drawn)	33	0%	.
-12%	CN1CCN(C(=S)c2ccc(Cl)cc2)CC1	26	0%	-1
.	CSc1nsc(SC)c1C(=O)N1CCN(S(=O)(=O)c2ccc(C)cc2)C1C(C)C (stereo not drawn)	-9	0%	-1
.	COc1ccc(/C=C/C(=O)Nc2ccc(OC)nc2)cc1	-18	-2%	.
46%[activator]	C/C(=N\NC(=O)c1cccc(S(=O)(=O)Nc2ccccc2Cl)c1)c1ccc(-n2ccnc2)cc1	?	1%	4
-5%	COc1ccc(NC(=O)c2nc3nc(C)cc(C(F)F)n3n2)cc1OC	?	14%	7
-2%	CC(C)OP(=O)(c1ccc(N(C)C)cc1)C(O)c1ccccc1 (stereo not drawn)	?	3%	10
-27%	O=C(Nc1cccc(-c2nc3ncccc3o2)c1)c1sc2cc(Cl)ccc2c1Cl	?	-5%	-1
.	O=C(CSc1nc2ccccc2c(=O)n1Cc1ccc(Cl)cc1)NCc1cccs1	-2	0%	.
3%	O=C(c1noc2c1CCCCC2)N1CCOCC1	7	-3%	-1
.	COc1ccc(-c2cn(-c3ccc(OC)cc3)c3[n+]2-c2ccccc2CC3)cc1	-96*	0%	9
-3%	CCCCSc1nnc(CSc2nc3nc(C)cc(C)n3n2)o1	-6	0%	8
.	CCCCCCN1CC(C(=O)OCC)C(=O)C1=O (stereo not drawn)	12	-4%	.
.	N#CC1=C(N)C(C#N)(C#N)C(c2cccnc2)C2CN(C(=O)OCc3ccccc3)CC=C12 (stereo not drawn)	-7	-10%	-7
-9%[11.4 µM]	O=C(O)Cc1c(O)ccc2ccccc12	68	0%[11.4 µM]	-4
1%[2.29 µM]	Cc1ccc(CNC(=O)CSc2n[nH]c(N)n2)cc1	-93*	-2%	4
-2%	CCCS(=O)(=O)N1CCC(C(=O)NC2CCC(C)CC2)CC1 (stereo not drawn)	-5	-4%	0
32%[activator]	COc1cc(CNCc2cccs2)ccc1OCc1cccs1	33	-3%	16
55%[activator]	CCCc1cc(-c2nc(-c3ccc(Cl)cc3)cs2)ccn1	?	-21%	-6
.	Cc1nc2c(ccc3nc(NC(=O)C(c4ccccc4)c4ccccc4)sc32)s1	24	1%	.
.	Cc1cc(C(=O)COc2ccc(C#N)cc2)c(C)n1-c1ccc2c(c1)OCO2	-14	-1%	.
-8%	CCNC(=O)CN(c1ccc(C)cc1)S(=O)(=O)c1ccc(SC)cc1	9	-6%	-1
.	Cc1oc2ccc(NS(=O)(=O)c3cccc4cccnc34)cc2c1C(=O)OC(C)C	23	-4%	.
6%	C(=N\n1cnnc1)/c1ccc(OCc2ccccc2)cc1	25	-3%	3
-5%	CCCCCCCCn1c(N2CCN(c3cccc(Cl)c3)CC2)nc2c1c(=O)[nH]c(=O)n2C	56	4%	1
1%	CC1CCC(C(C)C)[C@H](OC(=O)c2ccccc2)C1 (stereo partly drawn)	.	2%	.
11%	NC(=O)CN1CCN(c2nc(-c3ccc(F)cc3)cs2)CC1	-2	-3%	8
.	CCN(CC)C(=O)CNC(=S)N(CCCN1CCOCC1)Cc1cccs1	44	2%	3
-12%	COc1ccccc1C1C(C#N)=C(N)Oc2cc(C)n(Cc3ccccn3)c(=O)c21 (stereo not drawn)	18	-9%	-1
-5%[11.4 µM]	O=C(Nc1cccc(Cl)c1)Nn1cnnc1	.	0%[11.4 µM]	.
-2%[11.4 µM]	NC(=O)C/C=C\CC(N)=O	.	2%[11.4 µM]	.
1%[0.0915 µM]	CCOc1ccccc1-c1ccc(C(=O)O)o1	.	-3%[0.00818 µM]	.
35%[activator]	CCCn1c(-c2ccc(F)cc2)nc2c(NCCCN3CCOCC3)nc(C)nc21	.	8%	.
-2%	O=C(NCc1ccccc1)c1ccc2nccnc2c1	?	10%	1
.	COc1cccc(NC(=S)N2CCN(c3ccccn3)CC2)c1	61	-2%	-7
.	Cc1cc(C=O)c(C)n1-c1ccc(Oc2ccc([N+](=O)[O-])cn2)cc1	-118*	1%	.
.	Cn1cccc1CC(=O)N/N=C/C(Cl)=C/c1ccccc1	-11	-5%	35[activator]
.	S=C(NCc1ccccn1)Nc1ccccc1	-17	-5%	.
-14%	CC1(C)CC(=O)C2=C(C1)OC(N)=C(C#N)C2c1ccc(OC(=O)N2CCOCC2)cc1 (stereo not drawn)	?	-2%	-1
.	O=C(Nc1nc2ccc(S(=O)(=O)N3CCCC3)cc2s1)c1ccco1	79	3%	.
4%	O=C(Nc1ccc2c(c1)OCCO2)c1cc(-n2cnnc2)ccc1Cl	12	-2%	7
.	Cc1cccc(Nc2nc(N)c([N+](=O)[O-])c(N3CCN(C)CC3)n2)c1	-3	2%	3
12%	O=C1CC(c2ccc(Cl)cc2)n2nc(N3C(=O)CCC3=O)nc2N1 (stereo not drawn)	28	-4%	2
3%	CCN(CC)S(=O)(=O)c1ccc(C(=O)NCc2ccc(C)cc2)cc1	2	-7%	8
2%	CSCC[C@H](NC(=O)NCc1cccs1)C(=O)O	-20	2%	2
.	COc1ccc(CN(C)Cc2nc3scc(-c4ccccc4)c3c(=O)[nH]2)cc1OC	30	-1%	.
5%	CCC1CCCCN1CCNC(=O)CNS(=O)(=O)c1ccc2nc(C)sc2c1 (stereo not drawn)	-21	-5%	8
-5%	Cc1ccc(-n2ncc3c(=O)n(CC(=O)NC4CCCCC4)cnc32)cc1	-27	-6%	3
.	COc1ccc(C)cc1S(=O)(=O)Nc1cc(Cl)ccc1Cl	11	-5%	12
.	COc1cccc([C@@H]2Oc3ccc(Br)cc3C(=O)[C@H]2OC(=O)NC2CCCC2)c1	10	-4%	.
57%[activator]	Cc1cccc(CNc2nc(-c3cccnc3)nc3ccccc23)c1	.	-4%	.
-1%	Cc1ccc(-c2nc3cc(Cl)ccc3o2)cc1	?	-5%	-2
-4%	Cc1cc(NC(=O)c2sccc2C)n(-c2cccc(Cl)c2)n1	-29	-7%	0
11%	O=C(NCc1ccccn1)/C(=N/O)c1ccccc1	?	0%	1
20%	c1ccc(-n2nnnc2Oc2ccc(-n3ccnc3)cc2)cc1	5	-2%	-7
-4%	CCN(CC)CCN1C(=O)C(=O)/C(=C(/O)c2c(C)[nH]c(C(=O)OC)c2C)C1c1ccccc1 (stereo not drawn)	-19	-4%	-6
-1%	CC(=C1C2C=CC1C1C(=O)NC(=O)C21)c1ccccc1 (stereo not drawn)	0	2%	-1
-7%	Nc1nonc1NC(=O)CSc1nc2ccccc2s1	-9	-3%	1
.	COC(=O)c1ccc(C)c(NC(=O)CCc2ccc(OC)c(OC)c2)c1	24	-1%	.

# Next part.
ALOX15B inhib	Compound	PNC assembly inh	ALOX12 inhib	IMPase inh
-4%	COc1cccc(N2CCN(C(=S)NCCc3ccccc3)CC2)c1	-92*	-6%	18
.	CC(=O)c1ccccc1C(=O)NCc1cccnc1	-11	-1%	.
4%	Cc1ccc(S(=O)(=O)N2CCN(C(=O)CSc3nnc(C)c(=O)[nH]3)CC2)cc1	?	-3%	1
-6%	O=C(NCCC1=CCCCC1)C1CC(=O)N(C2CCCCCC2)C1 (stereo not drawn)	?	-5%	-4
-5%	CC(=O)c1cc2c(cc1NC(=O)CN1CCOCC1)OCO2	18	0%	1
33%[activator]	Clc1ccccc1-c1ccc(CN2CCN(c3ccccc3)CC2)o1	26	-18%	1
1%	Cc1nnc(NC2=NCCCCC2)o1	?	0%	7
.	Cc1csc(SCC(=O)NC(=O)Cc2ccccc2)n1	-27	-3%	1
4%	Cc1ccc(CS(=O)(=O)CCC(=O)NCCC(C)C)cc1	-29	-2%	-6
?	O=C(c1ccc2c3c(cccc13)CC2)N1CCOCC1	-21	-17%	9
.	CC1CCN(CCCCOc2cccc(Br)c2)CC1	-4	-7%	.
0%	CC1CCCN(c2nc3c(c(=O)[nH]c(=O)n3C)n2CCSc2nc3ccccc3o2)C1 (stereo not drawn)	-20	4%	6
7%[2.29 µM]	COC(=O)Cn1cnc2c(nnn2-c2ccc(C)cc2)c1=O	-7	2%	-13
.	COc1cc(/C=N/O)cc(Cl)c1OC	-2	2%	.
.	N#C/C(=C\c1ccc(-c2ccc(F)cc2)o1)C(=O)Nc1nc(-c2cccs2)cs1	74	4%	5
.	CC(=O)N1CCC2(CC1)C(C#N)=C(N)Oc1n[nH]c(C(F)(F)F)c12	-27	-8%	0
.	CCN(CC)c1ncnnc1-c1ccccc1	179	2%	.
.	CC1CN(S(=O)(=O)c2ccccc2)C(C)CN1S(=O)(=O)c1ccccc1 (stereo not drawn)	-100*	4%	-15
.	CC(=O)Oc1ccc(C(=O)[C@H]2[C@H]3C(=O)N(c4cccc5ccccc45)C(=O)[C@H]3[C@@H]3C=CC=NN32)cc1	11	-3%	.
.	Cc1ccc2cc(/C=N/NC(=O)[C@H]3C[C@@H]3c3ccccc3)c(Cl)nc2c1	?	1%	.
.	CS(=O)(=O)N(CC(=O)NCCSC1CCCCC1)c1cccc(F)c1	26	-1%	.
-2%	Cc1nn(C)c(C)c1NC(=O)CCSc1nc(-c2ccco2)cc(C(F)(F)F)n1	33	-4%	3
-18%	CCCc1cc(=O)[nH]c(SCC(=O)CSc2nc(CCC)cc(=O)[nH]2)n1	-21	-12%	-11
2%	CC(=O)Nc1ccc(SCC(=O)N(CCC#N)c2cc(C)cc(C)c2)cc1	10	-1%	7

# A draw from above in order of heavy-atom count, descending:
ALOX15B inhib	Compound	PNC assembly inh	ALOX12 inhib	IMPase inh
-2%	Cc1nn(C)c(C)c1NC(=O)CCSc1nc(-c2ccco2)cc(C(F)(F)F)n1	33	-4%	3
.	Cc1ccc2cc(/C=N/NC(=O)[C@H]3C[C@@H]3c3ccccc3)c(Cl)nc2c1	?	1%	.
.	COc1cc(/C=N/O)cc(Cl)c1OC	-2	2%	.

# (more compounds)
ALOX15B inhib	Compound	PNC assembly inh	ALOX12 inhib	IMPase inh
2%	C=CCNc1nnc(-c2ccncc2)s1	21	-6%	-2
.	CCc1ccc(OCC(=O)NC(NC(=S)Nc2ccccc2C)C(Cl)(Cl)Cl)cc1 (stereo not drawn)	-15	-1%	-4
?	CCCC(C(=O)NC1CCCC1)N(C(=O)Cn1nnc(-c2ccc(C)o2)n1)C1CCCC1 (stereo not drawn)	?	-10%	5
.	CCCCNCCOCCOc1ccccc1-c1ccccc1	-25	-2%	.
.	O=C(Nc1ccccc1)Nc1nc(-c2ccc(Cl)cc2)cs1	?	1%	-6
1%	CCN(c1cccc(C)c1)S(=O)(=O)c1cccc(C(=O)O)c1	-9	1%&8%	-1
.	CC1CCCCC1NC(=O)COC(=O)c1ccc2c(c1Cl)C(=O)c1ccccc1C2=O (stereo not drawn)	8	-1%	.
.	COc1ccc(OC)c(NC(=S)N(CCc2c(C)[nH]c3ccc(C)cc23)Cc2cccs2)c1	53	-18%	.
-3%	Cc1cc(C)c2c(N)c(C(=O)c3ccccc3)oc2n1	-11	0%	-7
.	Cc1ccc(OCC(=O)NNC(=O)CSc2ncc(C#N)c(N)n2)cc1	64	-1%	.
0%	CCC/C(O)=C1\C(=O)CC(c2ccccc2)CC1=NC (stereo not drawn)	?	2%	-6
22%	CSc1nc(N)c2ncn([C@H]3O[C@H](COP(=O)(O)OP(=O)(O)OP(=O)(O)O)[C@@H](O)[C@@H]3O)c2n1	.	-4%	0
.	O=C(Cc1nnc(NC(=O)c2ccccc2)s1)N/N=C/c1ccco1	21	0%	.
